Compound activity from PubChem.
Insulin prom inh – TRM-6 insulin promoter activity inhibition | TRM-6 cells (human fetal islet line), insulin promoter-eGFP reporter, imaging; reporter expression induced with tamoxifen | inhibition, % at 2 µM | actives 0.9% (n = 130,000) | AID 1273;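 active = inhibition above the mean plus 3 SD, with well images judged a real hit on visual review, cut at about 60% in these data, passing the limit was not always enough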
SDO1 yeast rescue – restores growth of sdo1-depleted yeast; AID 817; actives 0.21% (n = 140,000); z-score at 10 µM; S. cerevisiae sdo1-depleted JHY4D growth rescue, OD600 30 h; hits give high values; pdr5 snq2 efflux-pump mutant strain;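 active = z-score above 3 at both the 24 hr and the 30 hr optical density reads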;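 note: z-score against mean and SD of all compound wells on the same plate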
SDO1 yeast rescue Rescue 24 h – further read-out of SDO1 yeast rescue, marked with its call; z-score; S. cerevisiae sdo1-depleted JHY4D growth rescue, OD600; measured here: growth rescue at 24 h;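 0 is the plate mean of compound wells and units are plate SD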
* marks the source's active call; other numbers are inactive results; i = inactive; . = no result given; & = joins results of further samples.

Every second line gives: Insulin prom inh	SDO1 yeast rescue	SDO1 yeast rescue Rescue 24 h
- O=C(CSCC(=O)NC1CC1)Nc1ccccc1
    .	1	-0.1
- O=C(NCCCN1CCc2ccccc2C1)C1CCN(S(=O)(=O)N2CCCC2)CC1
    -31	1.1	0.77
- COC(=O)c1ccc(C(c2c(N)n(CC(C)C)c(=O)[nH]c2=O)N2CCN(c3ccccc3)CC2)cc1 (stereo not drawn)
    .	0.15	0.01
- CCn1c(=O)cc(SCC(=O)N(C)Cc2ccccc2)c2ccccc21
    i	-1.1	-1.5
- CC(=O)NC(Cc1ccc(C)cc1)C(=O)NC1CCN(c2ncccc2[N+](=O)[O-])CC1 (stereo not drawn)
    3	0.51	-0.18
- O=C(NCCc1c[nH]c2ccccc12)C(=O)NCC1OCCN1S(=O)(=O)c1ccc(Cl)cc1 (stereo not drawn)
    -76	-0.24	-0.49
- Cc1ccccc1C(=O)N1CCC(C(=O)N2CCN(S(=O)(=O)c3ccccc3F)CC2)CC1
    36	.	.
- CC(C)(C)SCCNC(=O)c1ccc(Cl)c([N+](=O)[O-])c1
    .	-1.5	-0.6
- CCOC(=O)CN1CC23C=CC(O2)C(C(=O)Nc2ccc(F)cc2)C3C1=O (stereo not drawn)
    -4	1	-0.34
- Cc1cc(C)c2c(-n3cccc3)c(NC(=O)OCc3ccccc3)sc2n1
    -59	-0.63	-0.49
- COc1ccccc1CNC(=O)c1cc2c(s1)CS(=O)(=O)C2
    .	0.48	-0.04
- Cc1csc(SCC(=O)Nc2cccc(S(=O)(=O)N3CCCC3)c2)n1
    18	1.3	2.3
- COc1ccc(S(=O)(=O)N2CCC(C(=O)Nc3cccc(C(C)=O)c3)CC2)cc1C
    27	-0.56	-0.41
- CCOc1ccccc1OCCCC(=O)Nc1sccc1C(N)=O
    -35	0.2	0.21
- CCn1ncc2c(OCc3ccc(C#N)cc3)cc(C)nc21
    .	-0.65	0.24
- CCc1ccc2[nH]c(=O)c(C(c3nnnn3Cc3ccccc3)N3CCOCC3)cc2c1 (stereo not drawn)
    -108	-0.62	-0.32
- O=C(O)C1CCCCC1C(=O)NC1CCCCC1 (stereo not drawn)
    30	0.63	0.83
- CN1CCN(C(=O)CSc2ccc(C(F)(F)F)cc2[N+](=O)[O-])CC1
    -7	0.91	0.7
- O=C1C2CC=CCC2C(=O)N1c1ccc(NCCc2ccccc2F)c([N+](=O)[O-])c1 (stereo not drawn)
    13	0.82	0.02
- CCOC(=O)Cn1c(CN2CCOCC2)nc2c1c(=O)[nH]c(=O)n2C
    .	-0.1	-0.66
- O=C(N=Nc1c(O)[nH]c2ccccc12)c1cccc(S(=O)(=O)Nc2ccccc2Cl)c1
    -35	.	.
- COc1ccc(C2C=C(c3ccc(C)cc3)Nc3ncnn32)cc1 (stereo not drawn)
    43	-1	-0.55
- CCCC(=O)NCn1nnc(-c2ccc(Cl)cc2)n1
    -488	.	.
- COc1ccc(-c2ncccc2O)cc1
    23	1.6	1.4
- Cc1cc(C(=O)CSc2n[nH]c(N)n2)c(C)n1-c1cccc(F)c1
    -15	0.33	0.29
- Cc1cc(C)nc(/N=C2\NC(=O)CC(C(=O)O)N2c2ccc(Cl)cc2)n1 (stereo not drawn)
    .	-0.42	-0.53
- COc1ccc(CCNc2c([N+](=O)[O-])c(=O)oc3ccccc23)cc1OC
    10	1.1	1.4
- COc1ccc(C2Nc3ccccc3C(=O)N2c2ccc(C)cc2)cc1COc1ccccn1 (stereo not drawn)
    -29	-0.53	-1.3
- O=C(Cc1cnn(-c2ccccc2)c1)c1ccc(O)c(O)c1O
    -31	0.89	0.84
- CC(NO)/C(=N\O)c1cccs1 (stereo not drawn)
    .	-0.46	0.02
- O=c1/c(=C/c2ccccn2)sc2n1CN(c1ccccc1)CN=2
    -27	0.14	0.17
- CC(C)NC(=O)COC(=O)c1ccc(S(=O)(=O)N2CCCC2)cc1
    40	.	.
- Cc1ccccc1-n1c(=O)cc(NCc2ccc3c(c2)OCO3)[nH]c1=O
    -23	0.69	0.45
- O=C(c1cccc([N+](=O)[O-])c1)N1CC2C3C=CC(C3)C2C1 (stereo not drawn)
    40	.	.
- Cc1nc2sccc2c(=O)n1-c1cccc(Cl)c1
    .	0.81	1.5
- CC(C)Oc1nc(-c2ccccc2O)nc2ccccc12
    -21	-0.75	1.4
- NNC(=O)CNC(c1ccccc1)c1cc(Br)ccc1NC(=O)c1ccc(Br)cc1 (stereo not drawn)
    12	0.44	0.44
- CSc1cccc(NC(=O)C2CCCN(S(=O)(=O)c3cnc[nH]3)C2)c1 (stereo not drawn)
    .	0.52	0.55
- Clc1ccc(C2CC(c3cccs3)n3ncnc3N2)cc1Cl (stereo not drawn)
    .	-1.8	-1.7
- O=C1C2C3c4ccccc4C(c4ccccc43)[C@@H]2C(=O)N1c1nc(-c2ccccc2)cs1 (stereo partly drawn)
    36	-0.69	-1.7
- O=C(Nc1cccc(C(F)(F)F)c1)c1cc2ncc(Br)cn2n1
    17	-1.5	-0.9
- c1ccc(OCCOc2ncnc3ccccc23)cc1
    12	-0.22	-0.66
- Cc1ccc(C(C)NC(=O)/C(C#N)=C\c2c(C)[nH]c3ccccc23)cc1 (stereo not drawn)
    4	-2.5	-2.2
- CCCCC(C)(O)C/C=C/[C@H]1[C@H](O)CC(=O)[C@@H]1CCCCCCC(=O)OC (stereo partly drawn)
    33	0.2	-0.62
- CCOc1ccc(C(c2nnnn2Cc2ccccc2)N2CCN(C(=O)c3ccco3)CC2)cc1 (stereo not drawn)
    -20	.	.
- N/C(CN1CCCC1=O)=N\OC(=O)c1ccc(Cl)cc1
    0	0.45	0.07
- Cc1ccc(Cc2cnc(NC(=O)/C(C#N)=C/c3ccc(-c4cccc([N+](=O)[O-])c4)o3)s2)cc1
    35	0.92	2.8
- COc1ccccc1C(O)(C(=O)NN(C)c1ccccc1)c1ccccc1OC
    .	0.64	0.67
- COC(=O)c1ccc(Cn2cnc3c(cnn3-c3ccc(Cl)cc3)c2=O)o1
    21	0.27	-1
- Cc1nn(-c2cc(N3CCOCC3)ccc2N)c(=O)c2ccccc12
    -6	0.19	-0.05

(more compounds)
Every second line gives: Insulin prom inh	SDO1 yeast rescue	SDO1 yeast rescue Rescue 24 h
- COc1ccc(CNc2nc3ccccc3n2Cc2ccc(C)cc2)cc1OC
    57	-1.8	-0.56
- Cn1c2ccccc2c2ncn(Cc3ccco3)c(=O)c21
    9	-0.67	-0.28
- CCN(CC)CC#CC(O)(c1ccccc1)c1ccccc1
    -41	.	.
- COc1ccc(S(=O)(=O)c2cnc3ccc(OC)cc3c2N2CCC3(CC2)OCCO3)cc1
    .	-1.4	-1.6
- OC(c1ccccn1)c1c[nH]c2ccccc12 (stereo not drawn)
    .	1.3&1.3	1&1.2
- CCCCN(C(=O)c1ccc(Cl)c([N+](=O)[O-])c1)c1c(N)n(CCC)c(=O)[nH]c1=O
    21	.	.
- COCCN1C(=O)c2ccc(C(=O)Nc3nccs3)cc2C1=O
    -94	0.67	-0.26
- O=S(=O)(NCCOC12CC3CC(CC(C3)C1)C2)c1cccc2nsnc12
    -195	-1.1	-0.73
- CN1CCN(c2ccc(C(=O)c3ccc(F)cc3)cc2)CC1
    -3	-0.54	-0.29
- CCCn1c(SCC(=O)Nc2c(C)cccc2C)nnc1C(C)C
    -108	0.52	0.25

Shown with each value named: part of the list above
COCCN1C(=O)c2ccc(C(=O)Nc3nccs3)cc2C1=O
  Insulin prom inh: -94	SDO1 yeast rescue: 0.67	SDO1 yeast rescue Rescue 24 h: -0.26

O=S(=O)(NCCOC12CC3CC(CC(C3)C1)C2)c1cccc2nsnc12
  Insulin prom inh: -195	SDO1 yeast rescue: -1.1	SDO1 yeast rescue Rescue 24 h: -0.73

CN1CCN(c2ccc(C(=O)c3ccc(F)cc3)cc2)CC1
  Insulin prom inh: -3	SDO1 yeast rescue: -0.54	SDO1 yeast rescue Rescue 24 h: -0.29

CCCn1c(SCC(=O)Nc2c(C)cccc2C)nnc1C(C)C
  Insulin prom inh: -108	SDO1 yeast rescue: 0.52	SDO1 yeast rescue Rescue 24 h: 0.25

Continued:
Every second line gives: Insulin prom inh	SDO1 yeast rescue	SDO1 yeast rescue Rescue 24 h
- CCOC(=O)Cn1c(=O)oc2cc(S(=O)(=O)N3CCCc4ccccc43)ccc21
    .	0.11	0
- C/C(Cn1nc([N+](=O)[O-])cc1C)=N\NC(=O)COc1ccc(Cl)cc1Cl
    .	0.19	0.01
- COc1ccc(N2CC(NC(=O)N(C)CCC#N)CC2=O)cc1 (stereo not drawn)
    8	.	.
- Nc1oc2ccccc2c(=O)c1C=O
    27	-0.41	-0.9
- CN(CC(=O)Nc1ccc(N2CCOCC2)cc1)C(=O)C1CCCC1
    -20	.	.
- O=C(OCCN1C(=O)c2ccccc2C1=O)c1cc2ccccc2o1
    .	-0.42	0.29
- CCOC(=O)CSc1nnc(NC(=O)c2cccc(S(=O)(=O)N3CCCCC3)c2)s1
    -488	-0.18	0.77
- COc1ccc(/C=N/NS(=O)(=O)c2ccc(F)cc2)cc1COc1cc(F)ccc1[N+](=O)[O-]
    22	.	.
- CCOC(=O)N1CCN(C(=O)Cc2ccc(C)cc2)CC1
    45	-0.09	-0.91
- O=C(NCCSCc1ccccc1)c1cc(S(=O)(=O)N2CCOCC2)ccc1F
    -8	-1.3	0.29

Taken from above.
`Nc1oc2ccccc2c(=O)c1C=O` in SDO1 yeast rescue Rescue 24 h: -0.9
`O=C(NCCSCc1ccccc1)c1cc(S(=O)(=O)N2CCOCC2)ccc1F` in Insulin prom inh: -8

(list continues)
Every second line gives: Insulin prom inh	SDO1 yeast rescue	SDO1 yeast rescue Rescue 24 h
- COc1ccc(C(C)(C)C)cc1NC(=O)C1CC=CCC1C(=O)O (stereo not drawn)
    7	0.91	0.72
- O=S(=O)(Nc1ccc(N2CCCCC2)cc1)c1cccs1
    .	-1.2	-1
- CC(=O)Nc1ccc(C(=O)N/N=C/C2CC3C=CC2C3)cc1 (stereo not drawn)
    25	.	.
- Cc1cc(=O)oc(C)c1C(=O)N1CCc2c([nH]c3ccccc23)C1C(C)C (stereo not drawn)
    .	-0.16	-0.64
- CCOc1ccc(N(C(C)C(=O)N/N=C(\C)c2cccc(NC(=O)c3ccccc3)c2)S(C)(=O)=O)cc1 (stereo not drawn)
    24	-0.37	-0.66
- COCC(C)NC(=S)NCCc1ccc(Cl)cc1Cl (stereo not drawn)
    9	.	.
- COc1ccc(C(C)C)cc1S(=O)(=O)Nc1ccccn1
    21	0.71	0.8
- Cc1ccc(C)n1-c1cc(S(=O)(=O)N2CCOCC2)ccc1N1CCCC1
    .	0.14	1.2
- CCOC(=O)NNC(=O)c1ccc(Cl)cc1
    .	1.8	0.44
- O=C(Nc1ncccn1)C1c2ccccc2Oc2ccccc21
    -28	0.5	0.63
- Cc1cc(C)n(Cc2ccc(C(=O)NCCC3=CCCCC3)o2)n1
    -109	0.1	0.6
- COc1ccccc1-c1nc(-c2ccc(Br)cc2)no1
    35	-0.72	0.19
- S=C(Nc1ccccc1Cl)N(CCCN1CCOCC1)Cc1ccco1
    -16	0.53	0.18
- CCOC(=O)C1C(=O)CC(C)(O)C(C(=O)OCC)C1c1ccc(F)cc1 (stereo not drawn)
    -71	0.42	0.36
- Cc1cc2c(nc1C)CCCN2C[C@@H](C)O/N=C1/[C@H]2CCn3c(=O)n(-c4ccccc4)c(=O)n3[C@H]2[C@H](O)[C@@H]2O[C@H]12
    18	0.61	0.37
- O=C(Cn1ccc([N+](=O)[O-])n1)Nc1nccs1
    9	-0.36	-0.63
- CSc1nnc([C@@H](NC(=O)OC(C)(C)C)C(C)C)o1
    26	0.43	0.08
- CCOC(=O)N1CCN(C(=O)CN(c2ccc(OC)cc2)S(C)(=O)=O)CC1
    38	1.3	1.5
- CCCc1nn(C)c(C(=O)Nc2cccc3ccccc23)c1Cl
    -33	-0.92	-0.58
- Cn1c(SCC(=O)Nc2nccs2)nnc1-c1ccc(S(=O)(=O)N2CCCC2)cc1
    -17	0.46	0.29
- COc1cccc(C(=O)N2CCN(Cc3cc(Br)ccc3OC)CC2)c1
    -108	0.31	0.26
- O=C(NCc1cn2ccsc2n1)Nc1ccc(Cl)cc1
    .	0.73	-0.07
- O=C(OCc1nnc(-c2ccccc2)o1)c1ccc2c(c1)OCCO2
    .	-0.6	0.13
- CC1(C)Cc2c(sc3[nH]c(=S)[nH]c(=O)c23)CO1
    4	.	.
- CC(C)NC(=O)CSCc1c(F)cccc1Cl
    -38	-0.51	-1.2
- O=S(=O)(c1cc(Cl)ccc1Cl)n1nnc2ccccc21
    -27	0.16	-0.4
- CCOc1ccc(N/C(=C(/C(Cl)=C(Cl)Cl)[N+](=O)[O-])n2cncn2)cc1
    -10	0.48	0.8
- CCOC(=O)C(NC(=O)C1CCCN1C(=O)OCc1ccccc1)C(=O)OCC (stereo not drawn)
    .	1.3	1.3
- Cc1ccc2c(c1)sc1nc(=O)n(-c3cccc(Cl)c3)c(=O)n12
    -74	0.17	3
- CCCC12CN3CCN(CC(C3)/C1=N\NC(=O)c1ccccc1N)C2
    -42	1.9	1.6
- COC(=O)CCC(=O)NC(=S)Nc1ccc(S(=O)(=O)N2CCCC2)cc1
    -23	.	.
- O=C(Nc1ccc2oc(-c3ccc4ccccc4c3)nc2c1)c1cccs1
    -4	-1	1.2
- O=C(c1ccccc1)N1CN2CN(C(=O)c3ccccc3)CC([N+](=O)[O-])(C2)C1
    11	0.16	0.37
- N#Cc1ccc(Oc2cc(C(F)(F)F)nc(-c3ccccn3)n2)cc1
    9	-0.35	-0.48
